PP5 inh = PP5 (human) phosphatase inhibition | 0.18% of 320,000 active | purified PP5c, OMFP substrate fluorescence | P53041 | inhibition, % at 6.7 µM;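 active = inhibition above the campaign's mean inhibition across all tested compounds plus 3 SD, cut at about 9.5% in these data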;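 also: 0% = DMSO only and 100% = 100 µM cantharidin control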
Target sequence (P53041 whole entry, looked up): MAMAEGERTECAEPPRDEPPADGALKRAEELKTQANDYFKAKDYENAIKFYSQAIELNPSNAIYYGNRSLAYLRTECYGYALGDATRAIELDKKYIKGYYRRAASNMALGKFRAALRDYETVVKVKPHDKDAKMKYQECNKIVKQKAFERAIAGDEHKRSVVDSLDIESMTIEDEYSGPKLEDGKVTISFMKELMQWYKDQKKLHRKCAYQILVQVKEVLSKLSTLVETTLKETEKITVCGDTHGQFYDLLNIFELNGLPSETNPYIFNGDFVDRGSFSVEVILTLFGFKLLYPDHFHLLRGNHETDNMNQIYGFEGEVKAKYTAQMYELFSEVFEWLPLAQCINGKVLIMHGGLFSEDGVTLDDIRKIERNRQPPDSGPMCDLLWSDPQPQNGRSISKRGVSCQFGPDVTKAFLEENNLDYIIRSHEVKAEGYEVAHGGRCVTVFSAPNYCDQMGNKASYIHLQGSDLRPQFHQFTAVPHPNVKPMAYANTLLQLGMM
PP1 counter = blocks human PP1-alpha phosphatase, a PP5 counter-screen; inhibition, % at 6.7 µM; 0.9% of 320,000 active; purified PP1alpha, OMFP fluorescence; AID 2235;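 active = inhibition above the mean inhibition of all tested compounds plus 3 SD, computed separately for each screening campaign, cut at about 15% in these data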
procasp7 counter = activates human procaspase-7, counter-screen for procaspase-3 activators | P55210 | recombinant procaspase-7, Ac-DEVD-pNA absorbance 405 nm; D23A/D198A/D206A triple mutant, cannot self-cleave; scale: DMSO 0, 5 µM enzyme 100 | activation, % at 8.5 µM | 0.093% of 330,000 active | AID 463210;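 active = percent activation above the screen-wide mean plus 3 SD, cut at about 25% in these data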
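signal = Epi-absorbance of released pNA at 405 nm, two timepoints | assay system = Uncleavable procaspase-7 mutant enzyme | reagent = Ac-DEVD-pNA substrate, 400 µM as added | times = 1 h enzyme–compound preincubation and 2 h substrate reaction, both 25 °C | benchmarks = low DMSO alone, high DMSO plus 5 µM PC-7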
Fh CTSL1 inh = counter-screen for PFM18AAP inhibitors: inhibitors of F. hepatica cathepsin L1; recombinant F. hepatica cathepsin L1, Z-Leu-Arg-MCA fluorescence; inhibition, % at 5.96 µM; 0.49% of 300,000 active; AID 1906;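 active = inhibition above the mean of all tested compounds plus 3 SD, set per screening campaign, cut at about 17% in these data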;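 also: 0% = plate median of test compound wells and 100% = 1 µM Z-Phe-Ala-diazomethylketone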
HCV core dimer = blocks dimerization of HCV core protein | 0.33% of 300,000 active | AID 1899 | inhibition, % at 5 µM | TR-FRET GST/Flag-core106 dimerization, 1536-well;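 active = inhibition above the mean of all tested compounds plus 3 SD, set per screening campaign, cut at about 45% in these data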
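Material: Tagged HCV core106 pair (GST and Flag) | Amount: GST-core106 13.5 nM, Flag-core106 17 nM | Medium: KF-containing HEPES buffer, pH 7.45, DTT, CHAPS, BSA | Reagent: Eu donor and XL665 acceptor anti-tag antibodies | Schedule: 4 h at 22.5 °C | Technique: Time-resolved FRET, ex 340 nm, em 617 and 671 nm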
TPT1 inhibitor = blocks Candida albicans tRNA 2'-phosphotransferase; recombinant caTPT1, FP RNA substrate dephosphorylation; inhibition, % at 5 µM; 0.81% of 300,000 active; AID 1962;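 active = inhibition above the mean of all tested compounds plus 3 SD, set per screening campaign, cut at about 24% in these data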;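 also: plate controls were DMSO alone for no effect and ferristatin control at 100 nM for full effect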
GASC-1 inh = blocks human GASC-1 demethylase activity; Q9H3R0; GST-JMJD2C(1-420) H3K9me3 demethylation, DELFIA europium; inhibition, % at 2.35 µM; 0.069% of 330,000 active; AID 2099;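 active = more than half of a compound's replicate wells show inhibition beyond 50%, single wells judged on their own value; inconclusive = some, but no more than half, of replicates pass 50% inhibition; inactive = no replicate passes 50% inhibition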;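 also: signal counts dimethyl H3K9 product captured on neutravidin plate; 0% = median of DMSO wells and 100% = 0.3 times that DMSO median; strong numbers were not always called active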
Target sequence (Q9H3R0 1-420 limits assumed): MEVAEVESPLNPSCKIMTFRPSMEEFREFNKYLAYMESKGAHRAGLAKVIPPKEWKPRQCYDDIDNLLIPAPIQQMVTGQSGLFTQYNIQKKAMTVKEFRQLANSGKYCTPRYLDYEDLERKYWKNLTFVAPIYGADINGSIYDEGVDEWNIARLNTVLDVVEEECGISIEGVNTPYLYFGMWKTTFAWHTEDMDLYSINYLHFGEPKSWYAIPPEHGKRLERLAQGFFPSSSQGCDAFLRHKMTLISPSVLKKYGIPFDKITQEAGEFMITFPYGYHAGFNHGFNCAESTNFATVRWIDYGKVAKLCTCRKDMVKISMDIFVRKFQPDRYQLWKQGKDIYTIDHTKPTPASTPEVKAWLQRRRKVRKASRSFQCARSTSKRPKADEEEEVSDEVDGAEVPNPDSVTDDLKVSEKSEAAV
Efflux pump mplx = antifungal efflux pump inhibition, Nile Red retention; S. cerevisiae Candida pump triplex; inhibition, % at 10 µM; 0.44% of 330,000 active;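 active = plate passing quality check with inhibition over a set limit, or well fluorescence over plate mean plus 4 SD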;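 also: Nile Red retained in pooled yeast measured as flow cytometry median fluorescence; 0% = buffer negative control and 100% = Enniatin B positive control; higher means more Nile Red kept so more efflux inhibition; some compounds called inactive have numbers as strong as hits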
procasp3 activ = activates human procaspase-3 | P42574 | recombinant procaspase-3 D3A, Ac-DEVD-pNA absorbance 405 nm | activation, % at 8.5 µM | 0.11% of 330,000 active;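 active = activation above the mean of all tested compounds plus 3 SD, cut at about 21% in these data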;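 also: 0% = DMSO alone and 100% = DMSO wells spiked with extra 5 µM PC-3 D3A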
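Evaluation: percent activation relative to control range; Material: Procaspase-3 D3A mutant, all three cleavage aspartates alanine; Compound: single dose, 8.5 µM nominal compound, 0.8% DMSO; Replication: one well per compound; Signal: absorbance at 405 nm, 0 and 120 min; Schedule: 1 h preincubation plus 2 h reaction at 25 °C.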
Numbers without * were called inactive; ? = inconclusive; · = not tested or not shown.

SMILES	PP5 inh	PP1 counter	procasp7 counter	Fh CTSL1 inh	HCV core dimer	TPT1 inhibitor	GASC-1 inh	Efflux pump mplx	procasp3 activ
CC1CCCCC1NS(=O)(=O)CCNC(=O)c1ccccc1 (configuration not stated)	-2.0	-6	14	1	-2	-57	-4	0.0	-3
O=C(CN1C(=O)NC2(CCCCC2)C1=O)NCC(=O)Nc1ccc(F)c(F)c1	-3.4	-4	-5	5	-4	0	1	0.1	-10
COCCCN(C(=S)NC(=O)c1ccc(C(C)(C)C)cc1)c1c(N)n(Cc2ccccc2)c(=O)[nH]c1=O	0.7	1	6	2	-2	-5	2	-0.2	4
COc1cc(OC)c(C(=O)OCC(=O)Nc2c(C)n(C)n(-c3ccccc3)c2=O)cc1OC	1.4	-2	-1	·	·	·	·	-0.2	3
COc1ccccc1C(=O)COC(=O)CN1C(=O)C2CC=CCC2C1=O (configuration not stated)	-1.0	0	4	0	1	2	-19	0.0	10
O=C(CCNC(=O)c1ccc([N+](=O)[O-])cc1)Nc1cccc(S(=O)(=O)N2CCOCC2)c1	-0.9	-4	-5	·	·	·	6	0.4	9
COc1cccc(NC(=O)CS(=O)(=O)Cc2nc(-c3ccc(C)cc3)oc2C)c1	4.5	2	-7	-4	-2	2	6	-0.3	8
Cc1ccc(NS(=O)(=O)c2cc3[nH]c(=O)c(=O)[nH]c3cc2C)c(C)c1	3.8	-1	4	0	-1	-7	-1	0.0	1
N#Cc1nc(COc2ccc(Cl)cc2)oc1N1CCCC1	1.6	-2	5	0	0	4	11	0.1	7
CCc1nc2ccccc2n1CC(C)C(=O)O (configuration not stated)	1.1	5	1	-4	-1	-4	11	-0.2	5
O=C(CN(Cc1ccco1)C(=O)c1cc(=O)[nH]c2ccccc12)Nc1ccccc1C(F)(F)F	-0.1	-3	-3	1	-9	-1	-4	0.1	-3
CN(Cc1cnccn1)Cc1nc(Cc2cccc(F)c2)no1	4.3	-1	11	-1	1	3	1	0.0	-1
CCCC12CN3CCN(CC(C3)/C1=N\NC(=O)c1ccccc1N)C2	2.4	1	-3	15	-12	-1	5	-0.2	-2
COC(=O)Cn1cnc2c(nnn2-c2ccc(C)cc2)c1=O	-0.2	-3	-14	0	-3	-1	0	0.0	5
Cc1ccc(-c2nc(CN3CCCC(C(=O)N4CCOCC4)C3)c(C)o2)cc1 (configuration not stated)	1.1	-3	6	-2	10	1	1	-0.2	2
CCCCOC(=O)Nc1ccc(C(=O)OCCC)cc1	3.5	5	1	0	1	-4	-3	-0.2	-8
CCOC(=O)Cn1c(=O)c2c(nc3n2CC(C)CN3Cc2ccccc2)n(C)c1=O (configuration not stated)	5.5	-2	7	-1	-3	-3	0	0.5	-2
COCCNC(=O)c1cccc(OC2CCN(Cc3cccc(C(C)=O)c3)CC2)c1	0.0	-1	-5	1	-12	-2	-12	-0.2	-1
C=CCSc1nc2sc(-c3ccccc3)cc2c(=O)n1N	1.7	-2	11	1	5	-5	3	0.1	-6
O=C(NNC(=O)c1cc(Br)c(Br)s1)c1ccncc1	-0.5	-6	1	·	·	·	-1	-0.1	4
COc1ccc(CC(=O)N/N=C/c2cccn2-c2ccc([N+](=O)[O-])cc2)cc1OC	1.1	0	-4	-1	33	-2	-2	0.0	-5
CCOCCCNCc1ccc(OCc2ccc(F)cc2)c(OC)c1	-0.5	-2	-4	-2	2	2	-5	0.5	-3
CC(=O)c1ccc(NC(=O)C(C)Sc2nnc(C3CC3)n2C2CC2)cc1 (configuration not stated)	1.9	-3	10	·	·	·	-13	-0.1	5
NC(=Nc1ccc(N)cc1)C(N)=Nc1ccc(N)cc1	0.9	6	-9	-1	-12	-5	-5	-0.1	-2
CCCCN(Cc1ccccc1)C(=O)CCN1C(=O)C2C3C=CC(C3)C2C1=O (configuration not stated)	0.8	-6	6	0	3	4	0	0.2	-4
SMILES	PP5 inh	PP1 counter	procasp7 counter	Fh CTSL1 inh	HCV core dimer	TPT1 inhibitor	GASC-1 inh	Efflux pump mplx	procasp3 activ
Cc1[nH]c(=O)c(C#N)c(C)c1[N+](=O)[O-]	-0.6	4	3	-2	2	-8	-1	0.0	4
COc1ccccc1-c1nnc(SCC(=O)NC2CCCCC2)o1	-0.2	-2	-4	5	-3	3	-17	0.0	-2
Oc1ccc(N2CCN(c3nc(-c4cccs4)nc4ccccc34)CC2)cc1	5.7	-1	-9	1	4	0	-2	0.2	-8
CC(=O)c1c(C)nn(CC(O)Cn2c3c(c4cc(C)ccc42)CCCC3=O)c1C (configuration not stated)	-0.9	-3	-2	3	4	-1	11	-0.1	-9
CCOc1ccc(NC(=O)C(c2ccccn2)N(C(=O)CCl)c2ccc(OCC)cc2)cc1 (configuration not stated)	5.2	4	-3	-2	-7	1	0	0.5	-12
Cc1c(N2C(=O)c3ccc4c5c(ccc(c35)C2=O)CC4)c(=O)n(-c2ccccc2)n1C	1.8	10	5	1	82*	-1	3	0.0	10
FC(F)(F)c1ccc(Oc2ccccc2Cl)nc1	-0.2	2	4	-4	0	1	7	-0.1	4
Cc1csc(NC(=O)CSc2nc(=O)cc(N)n2-c2ccc(F)cc2)n1	1.4	5	5	-7	-4	1	12	0.1	5
CC(C)(C)OC(=O)[C@H](NC(=O)OCc1ccccc1)c1ccccc1	2.9	1	2	·	·	·	4	0.2	3
CC(Cc1ccccc1)C(=O)NCCO (configuration not stated)	5.3	0	-2	-1	0	-2	8	-0.1	-9
Cc1cccc2cc(C(c3nnnn3CC3CCCO3)N3CCOCC3)c(=O)[nH]c12 (configuration not stated)	-1.2	-4	4	2	1	0	-14	0.0	-2
CCOC(=O)CCCNC(=O)COC(=O)CCC(=O)c1ccc(F)cc1	1.8	1	-1	-38	-5	-1	-22	0.0	2
O=C(CSc1ccc2nnc(-c3ccc(F)cc3)n2n1)N1CCOCC1	0.8	-4	1	2	1	-1	1	0.4	7
CCOC(=O)c1cccc(N2C(=O)c3ccccc3S2(=O)=O)c1	-1.0	-3	7	-1	3	-2	-12	0.1	7
Cc1c(NC(=O)COC(=O)c2ccc(Br)o2)c(=O)n(-c2ccccc2)n1C	0.0	-6	7	-2	-1	2	?	-0.2	8
CCOc1ccc(NC(=O)CCNS(=O)(=O)c2ccc(Br)s2)cc1	3.4	-4	5	-4	0	0	3	0.0	-2
O=C1CC(C(=O)N2CCC(N3CCC(C(=O)NC4CC4)CC3)CC2)c2ccccc21 (configuration not stated)	-1.3	-6	9	1	3	0	3	-0.1	4
COc1cccc(C2CC(=O)C3=C(C2)Nc2ccccc2N(C(=O)CCC(=O)O)C3c2ccc(F)cc2)c1 (configuration not stated)	2.1	0	3	-1	2	-2	25	-0.1	0
O=[N+]([O-])c1ccc(SCc2c(F)cccc2Cl)nc1	2.4	-7	15	3	-3	-4	-1	-0.1	6
CCOC(=O)c1ccccc1NC(=O)CN(c1ccccc1C)S(C)(=O)=O	-1.2	-1	7	1	-3	1	-4	0.1	-1
COc1ccccc1OCCCCOc1ccccc1C(C)=O	0.8	2	-2	-3	4	2	6	-1.0	9
COc1ccc(N2CCN(C(=O)Nc3ccccc3C)CC2)cc1	1.6	-1	6	-1	-10	1	4	-0.1	4
COc1cc2c(cc1C1NC(=S)NC(C)=C1C(N)=O)CCCC2 (configuration not stated)	3.4	-3	-3	-3	6	1	1	0.0	-1
Cc1ccc(S(=O)(=O)NCC2CCC(C(=O)NCCCOC(C)C)CC2)cc1 (configuration not stated)	0.8	-2	-6	-1	3	1	-1	-0.6	8
CC1CCN(c2ccc3nnc(CCC(=O)NC(C)C)n3n2)CC1	2.6	-2	1	-2	0	0	11	0.6	5
SMILES	PP5 inh	PP1 counter	procasp7 counter	Fh CTSL1 inh	HCV core dimer	TPT1 inhibitor	GASC-1 inh	Efflux pump mplx	procasp3 activ
Cc1ccc(NC(=O)N2CCN(c3ccccn3)CC2)cc1	0.1	1	9	-2	0	0	-22	-0.1	3
CC1CCC(C(=O)c2c(O)c3ccccc3oc2=O)CC1 (configuration not stated)	-4.5	-1	4	-2	2	2	17	-0.2	-5
Clc1cc2cccnc2c2ccccc12	1.7	1	4	-5	-1	-2	1	-0.1	7
Cc1cc(OCC(=O)OCC(=O)NCC2CCCO2)ccc1Cl (configuration not stated)	-0.7	-3	-2	·	·	·	·	0.1	6
CCn1c(=O)c(=O)[nH]c2cc(C(=O)NCC3CCCCC3)ccc21	0.4	-4	9	0	3	1	0	0.0	1
CC1(C)CNc2cc([N+](=O)[O-])ccc2S1	5.2	7	-15	-1	-12	0	-8	0.4	0
COc1ccc(C(=O)N2CCN(Cc3cn[nH]c3-c3ccc(OC)cc3F)CC2)cc1	3.3	-2	6	-8	-6	1	9	0.1	2

Ordered by the number under PP5 inh (lowest first): 3 from the list above
Compound	PP5 inh	HCV core dimer	TPT1 inhibitor	GASC-1 inh	Efflux pump mplx	procasp3 activ
Cc1cc(OCC(=O)OCC(=O)NCC2CCCO2)ccc1Cl (configuration not stated)	-0.7	·	·	·	0.1	6
Cc1ccc(NC(=O)N2CCN(c3ccccn3)CC2)cc1	0.1	0	0	-22	-0.1	3
CCn1c(=O)c(=O)[nH]c2cc(C(=O)NCC3CCCCC3)ccc21	0.4	3	1	0	0.0	1

Shown field by field: four of the compounds above
> CCc1nc2ccccc2n1CC(C)C(=O)O (configuration not stated)
  PP5 inh: 1.1
  PP1 counter: 5
  procasp7 counter: 1
  Fh CTSL1 inh: -4
  HCV core dimer: -1
  TPT1 inhibitor: -4
  GASC-1 inh: 11
  Efflux pump mplx: -0.2
  procasp3 activ: 5
> O=C(CN(Cc1ccco1)C(=O)c1cc(=O)[nH]c2ccccc12)Nc1ccccc1C(F)(F)F
  PP5 inh: -0.1
  PP1 counter: -3
  procasp7 counter: -3
  Fh CTSL1 inh: 1
  HCV core dimer: -9
  TPT1 inhibitor: -1
  GASC-1 inh: -4
  Efflux pump mplx: 0.1
  procasp3 activ: -3
> CN(Cc1cnccn1)Cc1nc(Cc2cccc(F)c2)no1
  PP5 inh: 4.3
  PP1 counter: -1
  procasp7 counter: 11
  Fh CTSL1 inh: -1
  HCV core dimer: 1
  TPT1 inhibitor: 3
  GASC-1 inh: 1
  Efflux pump mplx: 0.0
  procasp3 activ: -1
> CCCC12CN3CCN(CC(C3)/C1=N\NC(=O)c1ccccc1N)C2
  PP5 inh: 2.4
  PP1 counter: 1
  procasp7 counter: -3
  Fh CTSL1 inh: 15
  HCV core dimer: -12
  TPT1 inhibitor: -1
  GASC-1 inh: 5
  Efflux pump mplx: -0.2
  procasp3 activ: -2
